Bioassay records (PubChem)
JMJD2C inh: inhibitors of GASC-1 histone demethylase, primary screen, biochemical, fluorescence, DELFIA europium; Lysine-specific demethylase 4C (Homo sapiens), Q9H3R0; GST-JMJD2C(1-420) H3K9me3 demethylation; inhibition, % at 2.35 µM; 0.069% of 330,000 active;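 active means more than half of a compound's replicate wells show inhibition beyond 50%, single wells judged on their own value; inconclusive means some, but no more than half, of replicates pass 50% inhibition; inactive means no replicate passes 50% inhibition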;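 further: signal counts dimethyl H3K9 product captured on neutravidin plate; 0% = median of DMSO wells and 100% = 0.3 times that DMSO median; strong numbers were not always called active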
HCV core dimer: inhibitors of HCV core protein dimerization, primary screen, biochemical, TR-FRET, high-throughput. TR-FRET GST/Flag-core106 dimerization, 1536-well. inhibition, % at 5 µM. 0.33% of 300,000 active. AID 1899, 2009;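 active means inhibition above the mean of all tested compounds plus 3 SD, set per screening campaign, cut at about 45% in these data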
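Material: GST/Flag-tagged HCV core106 proteins. Incubation: 4 h, 22.5 °C incubation. Read-out basis: inhibition (%) from 671 over 617 nm ratio. Measured by: TR-FRET, excitation 340 nm, emission 617 and 671 nm.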
CTSL1 counter: Fasciola hepatica cathepsin L1 inhibitors, primary screen, counter-screen for PFM18AAP inhibitor project, biochemical, QFRET, fluorogenic peptide substrate; recombinant F. hepatica cathepsin L1, Z-Leu-Arg-MCA fluorescence; inhibition, % at 5.96 µM; 0.49% of 300,000 active;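 active means inhibition above the mean of all tested compounds plus 3 SD, set per screening campaign, cut at about 17% in these data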;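 further: 0% = plate median of test compound wells and 100% = 1 µM Z-Phe-Ala-diazomethylketone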
PP1 inh: PP1-alpha phosphatase inhibitors, primary screen, counter-screen for PP5 inhibitor project, biochemical, fluorescence, OMFP substrate, single point; Serine/threonine-protein phosphatase PP1-alpha catalytic subunit (Homo sapiens), P62136; purified PP1alpha; inhibition, % at 6.7 µM; 0.9% of 320,000 active;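 active means inhibition above the mean inhibition of all tested compounds plus 3 SD, computed separately for each screening campaign, cut at about 15% in these data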
TPT1 inhibitor: Candida albicans TPT1 enzyme inhibitors, primary screen, biochemical, fluorescence polarization. recombinant caTPT1, FP RNA substrate dephosphorylation. inhibition, % at 5 µM. 0.81% of 300,000 active. AID 1962, 2009;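 active means inhibition above the mean of all tested compounds plus 3 SD, set per screening campaign, cut at about 24% in these data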;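 further: plate controls were DMSO alone for no effect and ferristatin control at 100 nM for full effect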
PP5 inh: PP5 phosphatase inhibitors, primary screen, biochemical, fluorescence; 0.18% of 320,000 active; purified PP5c, OMFP substrate fluorescence; inhibition, % at 6.7 µM; AID 1987, 2009;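 active means inhibition above the campaign's mean inhibition across all tested compounds plus 3 SD, cut at about 9.5% in these data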;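 further: 0% = DMSO only and 100% = 100 µM cantharidin control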
Target sequence (P53041 whole entry, looked up): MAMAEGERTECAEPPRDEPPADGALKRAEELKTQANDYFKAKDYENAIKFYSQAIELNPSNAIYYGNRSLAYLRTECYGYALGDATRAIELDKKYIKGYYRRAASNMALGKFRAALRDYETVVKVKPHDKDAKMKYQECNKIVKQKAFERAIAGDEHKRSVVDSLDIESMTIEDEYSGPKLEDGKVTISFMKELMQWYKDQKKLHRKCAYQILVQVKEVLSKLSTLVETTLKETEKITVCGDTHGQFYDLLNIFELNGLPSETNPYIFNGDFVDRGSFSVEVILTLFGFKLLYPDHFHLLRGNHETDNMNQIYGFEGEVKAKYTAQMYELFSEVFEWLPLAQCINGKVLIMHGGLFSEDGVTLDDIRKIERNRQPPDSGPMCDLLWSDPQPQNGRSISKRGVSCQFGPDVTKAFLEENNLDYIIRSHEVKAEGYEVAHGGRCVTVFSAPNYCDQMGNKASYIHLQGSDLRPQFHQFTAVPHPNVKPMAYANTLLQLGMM
EBNA-1 inh: EBNA-1 DNA-binding inhibitors, primary screen, biochemical, fluorescence polarization. inhibition, % at 14.8 µM. 0.34% of 300,000 active. AID 1950, 2009; in the data active means inhibition above about 28%
CR mimetic SO: reduction of superoxide in aged yeast, primary screen, HTS; superoxide response (% of plate mean), % at 10 µM; 0.18% of 330,000 active; S. cerevisiae aged cells, superoxide DHE fluorescence; hits give low values;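 active means superoxide response under a set limit, about three screen SD below normal, cut at about 65% in these data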;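 further: yeast aged for seven days with compound at 30 °C before DHE staining; 100% = average MFI of all compound-treated wells on the plate with controls excluded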
ZTA counter: blocks Epstein-Barr virus ZTA, an EBNA-1 counter-screen. inhibition, % at 11 µM. ZTA-DNA binding, fluorescence polarization. P03206. AID 2234. 0.15% of 320,000 active; in the data active means inhibition above about 33%
Target sequence (P03206 whole entry, looked up): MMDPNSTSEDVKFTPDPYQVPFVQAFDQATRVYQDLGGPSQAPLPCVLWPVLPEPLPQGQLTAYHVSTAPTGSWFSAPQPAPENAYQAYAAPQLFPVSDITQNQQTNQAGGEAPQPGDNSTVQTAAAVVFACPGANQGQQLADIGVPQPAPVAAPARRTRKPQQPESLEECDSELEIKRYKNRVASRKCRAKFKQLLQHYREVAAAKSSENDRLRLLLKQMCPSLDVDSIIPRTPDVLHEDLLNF
* hit, by the source's call; u = inconclusive; x = not tested or not shown; & = joins results of further samples.

SMILES	JMJD2C inh	HCV core dimer	CTSL1 counter	PP1 inh	TPT1 inhibitor	PP5 inh	EBNA-1 inh	CR mimetic SO	ZTA counter
O=C(C1CCN(S(=O)(=O)N2CCC3(CC2)OCCO3)CC1)N1CCc2ccccc2C1	-3	5	1	-2	-3	2.5	-3	93	8
OC(CC#CCN1CCCC1)(c1ccccc1)c1ccccc1	3	-1	-2	0	-2	1.3	2	81	-7
Cc1cccc(C)c1NC(=O)CN(C)C(=O)c1cccc(NS(=O)(=O)c2ccccc2)c1	9	4	-3	-3	-1	-1.5	1	99	-3
C=CCOC(=O)C(C#N)c1nc2ccccc2nc1N1CCN(c2ccccc2OCC)CC1 (configuration not stated)	13	2	1	-4	4	0.5	3	108	2
CC(=O)C[C@H]1c2ccccc2S(=O)(=O)N1c1ccccc1	2	-4	1	-1	0	1.0	-3	104	1
CCOC(=O)N1CCC(n2c(SCC(=O)N3CCC(C)CC3)nc3ccccc3c2=O)CC1	-1	4	-1	0	-1	3.4	-8	104	-3
CCN(CC)Cc1c(O)c(Cl)cc2c(C)c(C)c(=O)oc12	4	-16	11	2	-1	1.0	3	97	-10
O=C(CSc1nnc(CNC(=O)c2ccccc2F)o1)NCCc1ccccc1	108*	3	0	5	4	2.0	2	103	11
O=C(N/N=C/c1cccs1)c1cc(-c2cccc3ccccc23)n[nH]1	0	4	-3	2	0	6.2	3	85	-1
CCOC(=O)N1CCC(=NNS(=O)(=O)c2cccc([N+](=O)[O-])c2)CC1	10	3	-1	-4	-3	0.3	0	127	20
O=C(Nc1nnc(-c2ccncc2)o1)c1ccc(Br)s1	-24	5	2	-1	-2	1.1	6	105	0
COc1cccc(CNC(=O)C(=O)NCC(c2ccco2)N2CCOCC2)c1 (configuration not stated)	-6	4	-4	-7	2	1.7	-8	114	-2
COc1ccccc1N1CCN(C(c2cc3ccc(C)cc3[nH]c2=O)c2nnnn2C2CCCC2)CC1 (configuration not stated)	-17&-4	11	2	0	-1	-0.2	11	93	2
O=C(NCc1ccc2c(c1)OCO2)C1COc2ccccc2O1 (configuration not stated)	2	-7	-4	-1	-2	-1.8	7	88	-3
COc1cc(/C=N/NC(=O)C(=O)N2CCCC2)ccc1O	5	-2	2	3	1	1.8	9	97	-2
CC(NC(=O)c1ccco1)C(=O)OCC(=O)N1CCCCCC1 (configuration not stated)	14	x	x	-3	x	-0.1	x	77	-16
O=C1N(Nc2ccccc2)C(c2ccc(Br)cc2)C12CCCC2 (configuration not stated)	3	3	1	4	1	4.4	2	92	-12
Cc1ccc(-n2nc3c(c2NC(=O)C(C)C)CS(=O)(=O)C3)c(C)c1	-3	5	11	2	-1	-2.6	3	95	7
CCOC(=O)CCSc1nc(C)cc(C(F)(F)F)c1C#N	-1	14	2	-2	25*	1.6	13	109	14
COC(=O)c1ccc(-n2c(C)nc(=O)c(-c3ccccc3)c2C)cc1	-13	-2	0	-3	3	0.8	-13	101	-7

Profiles from above.
Record of `COc1ccccc1N1CCN(C(c2cc3ccc(C)cc3[nH]c2=O)c2nnnn2C2CCCC2)CC1` (configuration not stated) → JMJD2C inh: -17&-4; HCV core dimer: 11; CTSL1 counter: 2; PP1 inh: 0; TPT1 inhibitor: -1; PP5 inh: -0.2; EBNA-1 inh: 11; CR mimetic SO: 93; ZTA counter: 2
Record of `CC(NC(=O)c1ccco1)C(=O)OCC(=O)N1CCCCCC1` (configuration not stated) → JMJD2C inh: 14; HCV core dimer: x; CTSL1 counter: x; PP1 inh: -3; TPT1 inhibitor: x; PP5 inh: -0.1; EBNA-1 inh: x; CR mimetic SO: 77; ZTA counter: -16

(cont.)
SMILES	JMJD2C inh	HCV core dimer	CTSL1 counter	PP1 inh	TPT1 inhibitor	PP5 inh	EBNA-1 inh	CR mimetic SO	ZTA counter
CC(C)c1c(O)cc(-c2ccncc2)n(-c2ccc(Cl)cc2)c1=O	-2	-12	-4	-1	-3	-0.9	3	115	7
O=C(NC1CCCC1)C(c1ccncc1)N(Cc1cccs1)C(=O)c1csnn1 (configuration not stated)	-3	20	-4	2	3	0.7	-5	100	2
CCc1cccc2sc(N(CCCN3CCOCC3)C(=O)CS(=O)(=O)c3ccccc3)nc12	u	3	2	-5	1	1.4	6	100	17
O=C(Nc1ccc(Oc2ccccc2)cc1)N[C@@H](Cc1ccccc1)C(=O)O	1	4	0	1	-1	2.7	-2	102	-8
O=C(O)CCc1ccc(-c2cccs2)n1NC(=O)c1ccc(Cl)cc1	-6	-2	-1	0	-2	-0.2	8	100	11
CCCCc1ccc(S(=O)(=O)N2CCC3(CC2)OCCO3)cc1	-8	1	4	-3	1	3.6	4	96	0
O=C(COc1ccccc1)Nn1cnc2ccccc21	-13	4	-6	9	-2	6.0	-6	134	-3
c1ccc(C2=Nc3ccccc3NC(c3ccccc3)C2)cc1 (configuration not stated)	-3	5	-3	-3	1	1.3	0	117	-20
CCC1=NC(c2ccccc2)N(O)C1(C)C (configuration not stated)	-3	-6	1	-4	-5	0.2	11	103	-21
COc1ccc(S(=O)(=O)Nc2ccc3c(c2)n(C)c(=O)n3C)cc1	-2	-4	-6	-1	-3	-6.0	7	102	-6
CSc1ccccc1NC(=O)CN(C)C(=O)c1cccc(S(=O)(=O)N(C)C)c1	3	-4	-1	-2	2	1.6	-1	116	4
COc1ccc(C(=O)C2CCCN(Cc3cccn3-c3ccccn3)C2)cc1F (configuration not stated)	-2	-4	-1	0	0	0.8	-2	115	12
Cc1ccccc1NC(=O)CN1C(=O)NC2(CCCCC2)C1=O	9	-4	-2	-1	-2	1.0	-2	96	2
COc1ccc(/C=N/NC(=O)c2cc(=O)[nH]c3ccccc23)cc1OC	-5	1	4	-1	4	0.8	9	108	12
O=C(CCNS(=O)(=O)c1cccc2nonc12)NC1CCCCCC1	-24	-2	-4	3	0	0.0	-9	94	4
O=C(COc1ccccc1)NNC(=O)COc1ccc([N+](=O)[O-])cc1	-13	5	-12	-4	-3	-1.5	-1	98	11
CCN1CCN(CC(O)COCc2cc(OC)c(OC)c(OC)c2)CC1 (configuration not stated)	-2	4	-1	0	0	0.7	1	86	0
COc1ccc(/C=N/NC(=O)CSCc2ccc([N+](=O)[O-])cc2)cc1OC	3	5	1	-5	0	1.1	-3	111	-2
NNC(=O)c1cccc(COCC(F)(F)C(F)F)c1	-1	-4	-6	0	1	2.2	-5	102	-15
O=C(NCCc1ccco1)C(=O)NCCC1CCCCN1S(=O)(=O)c1ccccc1 (configuration not stated)	9	6	-2	-6	1	-4.3	-3	108	12
CC(OC(=O)Cc1n[nH]c(=O)c2ccccc12)C(=O)Nc1cc(Cl)cc(Cl)c1 (configuration not stated)	6	3	2	-1	0	3.4	-5	100	2
CC(C)CCNC(=O)CCCC1=NS(=O)(=O)c2ccccc2N1	0	1	2	-5	7	-1.5	11	104	2
CCOc1ccc2nc(NC(=O)CSc3nc4ccccc4c(=O)n3Cc3ccco3)sc2c1	-5&-10	26	1	-5	2	4.7	9	84	-3
CCOC(=O)C1=Nc2ccccc2C1=[N+]=[N-]	3	-5	2	-3	-4	4.2	-9	91	7
COc1ccc(C(C)=O)cc1CSc1nc2cc(C(=O)O)ccc2c(=O)n1Cc1ccccc1	21	19	4	1	-1	-1.0	-1	94	7
O=C(CCN1C(=O)COc2ccccc21)NCc1ccco1	-5	-2	2	-1	2	1.6	-9	103	-4
COc1cccc(/C(O)=C2/C(=O)C(=O)N(CCN(C)C)C2c2ccccn2)c1 (configuration not stated)	3	0	1	-2	-2	-1.5	-2	91	8
O=C(O)C1CCCN1S(=O)(=O)c1ccc2c(c1)CCC2 (configuration not stated)	6	-3	-3	-2	-1	0.7	8	94	3
COc1ccc(C(=O)Cn2c(NCCO)nc3ccccc32)cc1	10	-3	2	1	-1	-1.4	12	94	9
Cc1ccc(C(=O)COc2ccc3c(C)cc(=O)oc3c2)cc1	2	8	7	-1	0	0.4	6	109	1
Cc1ccc(S(=O)(=O)NCc2ccccc2)cc1C(=O)N(C)Cc1ccccc1F	-17	0	-1	-2	-1	0.3	-1	99	-11
O=C(Cn1cncn1)N/N=C/c1ccccc1O	5	2	-1	-4	-3	-2.6	-6	106	-7
O=C(CCS(=O)(=O)Cc1ccccc1)N1CCN(c2ccc([N+](=O)[O-])cc2)CC1	25	-3	2	-2	-2	0.3	8	95	2
O=C(NCC(O)c1ccccc1)c1cccc(S(=O)(=O)N2CCOCC2)c1 (configuration not stated)	-1	-2	-2	0	-4	0.5	8	110	15
OCC1CCN(Cc2nc(Cc3ccccc3Cl)no2)CC1	5	0	-2	-2	-3	-0.1	3	109	0
CCOc1nc(NCCO)nc(NCCC2=CCCCC2)n1	3	-6	3	1	-2	1.9	11	109	-7
COc1ccc(OC)c(/C=N/NC(=O)c2cc3c(OC)cccc3[nH]2)c1	-2	-4	4	-4	-5	7.3	17	112	-6
CCc1ccc(NS(=O)(=O)c2ccc3[nH]cc(C(=O)N4CCCCC4)c(=O)c3c2)cc1	16	0	3	-1	-3	-1.8	-11	87	-10
COc1cc(C2c3[nH]c4ccccc4c3C[C@@H]3C(=O)N(Cc4ccco4)CC(=O)N23)cc(OC)c1OC (some centres not stated)	-3	12	2	-1	-3	-0.7	11	99	7

An excerpt from above, reduced to EBNA-1 inh.
compound	EBNA-1 inh
O=C(CCS(=O)(=O)Cc1ccccc1)N1CCN(c2ccc([N+](=O)[O-])cc2)CC1	8
O=C(NCC(O)c1ccccc1)c1cccc(S(=O)(=O)N2CCOCC2)c1 (configuration not stated)	8
OCC1CCN(Cc2nc(Cc3ccccc3Cl)no2)CC1	3
CCOc1nc(NCCO)nc(NCCC2=CCCCC2)n1	11
